bCat KO growth – beta-catenin-lacking colon tumor cell growth suppression; viability, % at 10 µM; hit rate 1.5% among 140,000; HCT116 beta-catenin knockout viability, CellTiter-Glo, 60 h; active compounds read low; AID 818;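 active means viability at or under a set limit, the compound median less 4 SD, cut at about 6% in these data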;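 further: 0% = Hyamine 1622 control at 20 µM and 100% = untreated cell control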
MRP-1 activ – activators of MRP-1. viability increase, % at 10 µM. H69AR cells + doxorubicin, viability rescue, CellTiter-Glo. hit rate 0.61% among 140,000. AID 799;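 active means viability gain under doxorubicin at or above a set limit, the compound median plus 3 SD, cut at about 4.7% in these data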;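 further: MRP-1 overexpressing cells given doxorubicin 25 µM after compound pretreatment; 18-22 h compound pretreatment then 72 h with doxorubicin before readout; 0% = doxorubicin-only wells and 100% = vehicle-treated cells without doxorubicin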
Measles CPE – protection of cells from measles virus; Measles virus-infected cells, CPE protection, absorbance; protection (pct of control), % at 4 µM; hit rate 1.5% among 140,000; AID 841; in the data active means protection mostly above about 24%, no sharp cut-off; inactive means mostly below about 26%; further: some compounds called inactive have numbers as strong as hits
Yeast growth inh – yeast BB579 growth reduction in restrictive medium. S. cerevisiae BB579 growth, OD615, 48 h. inhibition, % at 10 µM. hit rate 0.51% among 140,000. AID 804;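 active means inhibition above a set limit, 3 SD over the mean compound inhibition, cut at about 44% in these data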; further: inactives centre near -24
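Material: Saccharomyces cerevisiae DeaD strain BB579, replicative lifespan model yeast; buffer or medium: CSMM-D restrictive synthetic medium containing dextrose (glucose); compound: 10 µM single dose, DMSO 0.25%; timing: 48 h compound exposure at 30 °C after 4 h preincubation; signal: turbidity as optical density at 615 nm; benchmarks: positive control amphotericin B 10 µg/mL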
NPY Y2 blocker – blocks the human neuropeptide Y Y2 receptor; NPY-Y2 expressing cells, antagonist mode; inhibition, % at 2.7 µM; hit rate 0.99% among 140,000; in the data active means inhibition above about 17%;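 further: 0% = vehicle with agonist challenge and 100% = reference antagonist with challenge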
Target sequence (P49146 whole entry, looked up): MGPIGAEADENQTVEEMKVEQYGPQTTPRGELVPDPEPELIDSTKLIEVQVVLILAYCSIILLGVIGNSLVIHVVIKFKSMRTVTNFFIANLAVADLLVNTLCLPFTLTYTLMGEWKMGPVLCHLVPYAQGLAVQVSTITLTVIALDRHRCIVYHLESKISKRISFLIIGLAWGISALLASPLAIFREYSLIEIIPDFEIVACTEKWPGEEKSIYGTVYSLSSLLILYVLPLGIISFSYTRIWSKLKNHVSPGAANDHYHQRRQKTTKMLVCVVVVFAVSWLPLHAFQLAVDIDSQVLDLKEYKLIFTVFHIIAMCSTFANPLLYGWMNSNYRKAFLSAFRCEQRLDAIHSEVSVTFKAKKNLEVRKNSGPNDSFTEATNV
E-sel TNF inh – blocks E-selectin expression induced by TNF alpha; hit rate 0.71% among 120,000; inhibition, % at 2 µM; HUVEC TNFa-induced E-selectin immunofluorescence, high content;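 active means inhibition above the batch mean plus 3 SD, and confirmed as a hit on visual image review, cut at about 43% in these data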;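 further: 0% = TNF-stimulated DMSO wells and 100% = unstimulated control wells; not every result past the cut was called active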
GALR2 blocker – GALR2 (human) receptor antagonism; GALR2-expressing cells, antagonist mode; hit rate 0.39% among 140,000; AID 828; O43603; inhibition, % at 4 µM; in the data active means inhibition above about 27%;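 further: cells stimulated with galanin 1-16 at roughly its EC80; 0% = agonist challenge control and 100% = basal control without agonist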
Target sequence (O43603 whole entry, looked up): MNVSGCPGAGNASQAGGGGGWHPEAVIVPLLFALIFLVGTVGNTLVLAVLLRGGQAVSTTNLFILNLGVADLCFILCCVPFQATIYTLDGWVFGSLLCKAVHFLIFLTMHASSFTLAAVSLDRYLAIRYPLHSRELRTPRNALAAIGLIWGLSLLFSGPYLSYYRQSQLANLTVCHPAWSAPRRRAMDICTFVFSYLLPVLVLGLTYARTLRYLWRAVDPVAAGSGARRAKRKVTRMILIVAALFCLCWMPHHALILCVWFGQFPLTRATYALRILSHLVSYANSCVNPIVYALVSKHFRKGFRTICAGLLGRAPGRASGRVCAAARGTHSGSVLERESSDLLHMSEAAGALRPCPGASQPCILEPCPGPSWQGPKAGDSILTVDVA
Yeast life ext – extends the lifespan of yeast | S. cerevisiae growth with nicotinamide, OD615; deaD strain in restrictive glucose medium | inhibition of the nicotinamide effect, % at 10 µM | hit rate 0.68% among 130,000;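 active means inhibition above a set limit, placed 3 SD over the median of all compounds, cut at about 26% in these data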;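 further: 0% = nicotinamide-treated wells and 100% = cells grown without nicotinamide; some compounds called inactive have numbers as strong as hits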
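Test system: DeaD-strain S. cerevisiae / Buffer or medium: restrictive glucose medium / Also added: nicotinamide 1.5 mM / Doses: one concentration, 10 µM, DMSO 0.25% / Schedule: 48 h at 30 °C / Signal: OD615 measurement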
Phagocyt inh – blocks phagocytosis by macrophages | inhibition, % at 5 µM | J774A.1 macrophage IgG-bead phagocytosis, imaging | hit rate 0.07% among 110,000;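 active means inhibition above the mean of the plate negative controls plus 5 SD, cut at about 13% in these data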;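 further: phagocytic index as fraction of beads internalized from green versus red external bead signal; plate controls were DMSO negative control for no effect and cytochalasin-D positive control for full effect; some results beyond the cut were filed as inactive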
HCT116 PTEN-null – suppresses growth of cells with PTEN deletion; HCT116 PTEN-null viability, CellTiter-Glo, 60 h; active compounds read low; viability, % at 10 µM; hit rate 1.2% among 140,000; AID 827;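 active means viability at or below a set limit, 4 SD under the median of all tested compounds, cut at about 3.7% in these data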;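 further: PTEN knockout HCT116 line with beta catenin targeted HCT116 as companion control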
* hit, by the source's call; · = no result given. The order is random; overall some 6.3% were active at least once.

SMILES	bCat KO growth	MRP-1 activ	Measles CPE	Yeast growth inh	NPY Y2 blocker	E-sel TNF inh	GALR2 blocker	Yeast life ext	Phagocyt inh	HCT116 PTEN-null
COCC(=O)Nc1nnc(C2CCCCC2)s1	102.0	-0.5	11.6	2.4	-0.7	-8.9	3.6	1.4	-1.4	101.2
COc1ccc(/C=N/NC(=O)C(=O)NCC2CCCO2)cc1 (stereo not given)	87.7	1.2	17.4	-26.1	-1.5	·	-0.8	-2.8	-6.4	92.3
CC12CN3CC(C)(CN(C1)C3c1ccc3ccccc3c1O)C2=O (stereo not given)	76.9	-0.3	4.7	-10.6	1.3	·	10.4	52.1	0.7	70.6
CCCSc1nc2sc3c(c2c(=O)[nH]1)CCN(Cc1ccccc1)C3	98.2	-0.1	5.8	-3.4	-2.7	-15.4	7.3	-1.1	-0.3	105.3
Cn1cnnc1SCC(=O)NNC(=O)c1ccc(Cl)cc1	95.6	-1.8	5.8	-16.2	1.1	5.7	-2.6	-0.8	·	92.7
Cc1ccc(-c2nnn(CC(=O)N(Cc3ccccc3)C(C(=O)NC3CCCC3)c3ccncc3)n2)o1 (stereo not given)	87.3	-1.7	16.3	-72.7	2.0	20.4	-10.3	-0.3	-2.7	72.0
CN(Cc1ccco1)C(=O)c1c[nH]c2ccc(S(=O)(=O)Nc3ccc4c(c3)OCCO4)cc2c1=O	90.7	-0.8	6.2	-35.0	2.9	19.0	0.1	3.0	0.8	97.3
O=C(NC(Cc1c[nH]c2ccccc12)C(=O)Nc1ccc(OC(F)(F)F)cc1)c1cccs1 (stereo not given)	50.0	-1.8	52.1*	3.8	-3.5	·	-0.8	9.8	-9.9	41.4
CN1CCc2nc(SCC(=O)Nc3ccc(Cl)cc3)c(C#N)cc2C1	58.1	0.1	15.2	7.0	-3.5	-15.4	5.3	-7.9	·	67.7
Cc1ccc(Cn2ccc(NC(=O)c3cc(-c4ccc(F)cc4)on3)n2)cc1	94.5	-0.8	18.0	-15.4	1.1	·	13.1	-1.1	-2.1	97.8
O=C(CN1CCN(c2ccccc2)CC1)Nc1ccc(Oc2ccccc2)cc1	86.6	-1.5	16.5	-30.7	14.9	6.8	-12.6	-8.4	·	89.6
CCNc1nc(Oc2ccc(=O)n(-c3ccccc3)n2)nc(N2CCOCC2)n1	98.6	-1.4	23.6	-77.0	1.3	·	-0.6	-0.4	-0.4	110.4
O=c1[nH]c2ccc(N/C(=N/S(=O)(=O)c3ccccc3)c3ccccc3)cc2[nH]1	89.2	-0.4	7.6	-29.3	1.0	·	-13.9	-0.9	-3.2	98.9
CCOc1nc(Nc2ccc(F)cc2)nc(N2CCN(c3ccc(OC)cc3)CC2)n1	81.1	-0.3	5.0	-10.2	-3.2	39.7	-5.3	-4.6	0.5	78.5
COc1ccc(OC)c(C2=C[N+](=O)C(C)(C)C(C)(C)N2[O-])c1	97.4	0.0	5.7	-43.0	-2.2	-24.0	-1.0	-6.2	-2.0	89.8
Cc1noc(C)c1S(=O)(=O)Nc1c(C)n(C)n(-c2ccccc2)c1=O	97.4	-1.4	9.3	-22.6	3.8	-3.7	-5.7	-20.8	0.3	97.6
OC(COc1cccc2ccccc12)CN1CCN(c2ccccn2)CC1 (stereo not given)	82.7	-0.8	36.4	-48.7	9.9	-23.2	5.7	-6.1	2.6	100.8
COc1ccc(C(=O)N(CN2CCCC2=O)c2nccs2)cc1OC	94.4	-4.8	13.6	-9.3	4.5	·	5.7	-13.1	1.4	96.4
CC(c1ccccc1)N1CNc2c(c(=O)n(C)c(=O)n2C)C1 (stereo not given)	101.2	-2.4	10.9	-12.2	-1.3	18.8	4.4	-26.8	0.3	95.6
C=CCn1c(=O)c2ccccc2n2c(SCc3cc(=O)n4ccsc4n3)nnc12	91.6	-3.5	66.4*	-31.4	-0.5	·	-1.4	-18.4	-1.0	94.5
COc1ccc(-c2noc(-c3ccc(Br)o3)n2)cc1OC	103.0	-0.4	25.9	-95.5	0.5	-40.8	-3.3	-13.8	·	107.0
Cc1ccc(NC(=O)COC(=O)c2ccc3c(c2)OCO3)cc1S(=O)(=O)N1CCCCC1	96.1	-0.4	6.8	-33.6	0.6	·	9.0	-1.3	-6.2	86.1
COc1ccc(-c2n[nH]c(C)c2-c2cc(OC)ccc2O)cc1	112.7	-0.9	2.8	-54.5	2.8	-7.8	-9.9	-10.8	0.3	98.8
O=C(NC1(C(F)(F)F)NC(=O)N(c2ccccc2F)C1=O)c1ccncc1 (stereo not given)	98.2	-1.2	12.7	-26.3	-0.5	·	17.5	-1.8	-2.6	101.0
O=C1c2ccccc2C(=O)N1CCc1nn[nH]n1	90.8	-3.3	3.2	-48.8	0.1	19.1	6.4	-11.8	-1.0	97.8
CCC(C)NC(=O)COC(=O)c1ccccc1OCC(=O)Nc1ccc(Br)cc1 (stereo not given)	8.3	-4.3	19.4	-12.8	1.8	·	-5.2	-0.2	2.5	24.2
CCN(CC)S(=O)(=O)c1ccc(-c2nnc(SCC(C)=O)o2)cc1	87.9	-1.1	5.5	1.6	-0.8	0.1	-8.0	-18.8	0.2	94.5
CNC(=S)N1N=C(c2ccc(Br)cc2)CC1c1ccc(Br)cc1 (stereo not given)	68.0	-1.4	4.1	-49.8	5.8	·	1.3	-14.4	-0.2	68.5
CCOc1ccc(C(=O)CSc2nnc3ccccn23)cc1	99.5	-0.1	10.7	-37.6	2.1	-19.4	-7.0	-7.7	0.1	114.4
Cc1ccc(C(CC(=O)O)Nc2nc(N3CCCCC3)nc(N3CCCCC3)n2)cc1 (stereo not given)	97.6	-2.2	4.6	1.9	1.5	·	-8.6	4.3	0.5	99.5

Limited to Measles CPE, Yeast growth inh and GALR2 blocker, for some of the entries so far:
SMILES	Measles CPE	Yeast growth inh	GALR2 blocker
C=CCn1c(=O)c2ccccc2n2c(SCc3cc(=O)n4ccsc4n3)nnc12	66.4*	-31.4	-1.4
COc1ccc(-c2noc(-c3ccc(Br)o3)n2)cc1OC	25.9	-95.5	-3.3

Other compounds
SMILES	bCat KO growth	MRP-1 activ	Measles CPE	Yeast growth inh	NPY Y2 blocker	E-sel TNF inh	GALR2 blocker	Yeast life ext	Phagocyt inh	HCT116 PTEN-null
CCSc1ncc(Cl)c(C(=O)N(Cc2ccc(N(C)C)cc2)C2CCS(=O)(=O)C2)n1 (stereo not given)	92.7	-2.4	13.1	-54.1	0.0	-13.4	-7.9	-3.1	-0.1	95.8
O=C(c1cc(-c2cccc(O)c2)on1)N1CCOCC1	98.2	2.6	2.6	-7.3	1.9	7.5	-5.6	-9.6	-0.2	85.7
O=C(O)c1cccnc1SC1CC(=O)N(c2cccc(C(F)(F)F)c2)C1=O (stereo not given)	102.8	-2.6	18.1	-6.9	1.0	·	5.9	-9.5	-0.7	96.1
CN(C)c1ccnc2sc3c(NCC(O)CO)ncnc3c12 (stereo not given)	79.0	-2.2	14.8	-11.8	0.1	·	-0.7	2.2	-10.2	81.4
Cc1ccc(CN2CCSCC2)c(C)c1	95.5	0.2	7.1	-14.4	0.5	-16.4	2.1	5.6	-0.9	99.2
Cc1cc(O)ccc1NC(=O)CCN1C(=O)c2ccc([N+](=O)[O-])cc2C1=O	99.0	-0.3	15.7	14.2	1.1	·	-7.7	-1.0	-6.3	98.2
COc1ccc(-c2csc(NC(=O)c3ccc(OCC(=O)N4CCOCC4)c(OC)c3)n2)cc1OC	24.3	-1.4	19.0	-9.6	0.2	-56.9	1.6	-1.7	-0.5	17.1
CC(C)c1ccc(CNc2cc(N3CCCC3)ccc2[N+](=O)[O-])cc1	72.2	5.4*	13.3	-29.7	7.7	21.1	-3.1	-1.4	·	70.7
CCC(=O)Nc1cccc(Oc2nc(C)cc(C)c2C#N)c1	94.8	0.8	2.7	-14.1	2.5	7.1	8.2	-7.5	·	107.5
CCOc1ccc(-n2c(SCC(=O)Nc3cc(C)on3)nc3c([nH]c4ccccc43)c2=O)cc1	59.4	-1.5	22.2	-11.6	1.4	-9.7	7.9	2.5	1.7	9.2
O=C1/C(=C\c2ccncc2)SC(=S)N1C1CCCCC1	61.4	-1.9	9.8	-20.8	1.9	·	3.0	14.1	-4.3	55.8
O=C(COc1ccc(C(=S)N2CCOCC2)cc1)N1CCCC1	97.3	-2.9	23.0	-1.8	-0.7	3.9	-9.2	-19.3	0.4	85.5
COc1ccc(N2CC(C)Cn3c2nc2c3c(=O)[nH]c(=O)n2C)cc1 (stereo not given)	89.0	-2.4	4.3	-32.6	0.7	-0.9	6.5	-5.4	-0.2	78.6
CCCn1c(N)c(C(=S)NC(=O)C2CC2)c(=O)n(C)c1=O	93.3	-1.0	11.6	-39.6	4.2	·	-6.5	1.8	-6.3	88.5
CC(C)C1Cc2c(sc3c2c(=O)n(Cc2ccccc2)c2nncn32)CO1 (stereo not given)	92.0	-1.1	2.8	-33.2	1.6	·	-1.5	-13.9	-2.2	83.2
Cn1c(Cn2c(=O)sc3ccccc32)nnc1SCC(=O)Nc1ccccc1	94.0	-2.1	23.8	-19.8	4.2	-24.5	4.3	-1.9	·	102.7
C=COCCNC(=O)C(=O)NC(C)C	73.3	-0.4	2.4	-23.8	0.6	-57.9	-5.7	-2.5	0.7	74.5
O=C(CSc1nnc(-c2ccncc2)n1CCc1ccccc1)NCc1ccccc1	88.9	-2.1	16.4	1.6	0.5	-16.9	0.6	·	·	97.6
Brc1cnc(N2CCOCC2)nc1N1CCCCC1	93.7	-0.7	9.2	-87.8	3.1	-9.8	-2.6	-13.5	·	102.0
CC(=O)N1c2c(cc(Br)cc2S(=O)(=O)NCc2cccnc2)CC1C (stereo not given)	94.2	-2.1	3.6	0.4	0.7	7.5	-8.1	1.2	-0.3	83.3
CCC(c1nnnn1CCc1ccccc1)N(Cc1ccco1)Cc1cc2cc(C)cc(C)c2[nH]c1=O (stereo not given)	12.3	-5.6	8.4	-34.1	17.1*	-3.5	0.8	-21.3	-0.1	6.2
CCn1c(=O)cc(OCC(=O)Nc2cccnc2)c2ccccc21	78.3	-3.9	8.8	-32.2	0.9	16.7	1.8	-30.1	1.7	86.7
CC(C)c1ccc(C2CC(=O)N3CN(Cc4ccco4)CSC3=C2C#N)cc1 (stereo not given)	78.7	-2.5	0.7	-16.8	-1.3	5.2	7.5	-20.7	0.1	82.5
COc1ccc(-c2nnc(SCC(=O)N3CCCC(C)C3)o2)c(OC)c1 (stereo not given)	98.7	-2.3	4.2	0.1	1.2	13.3	-2.9	-13.0	1.0	90.2
N#C/C(=C\c1ccc(Br)s1)C(=O)N1CCN(c2ccccc2)CC1	97.3	-0.3	11.7	-25.6	13.9	·	3.3	2.4	-4.4	94.2
COc1cc2c(cc1OC)C(c1ccc(-c3ccc(Cl)cc3Cl)o1)=NCC2	11.4	-1.9	36.8	-55.3	10.1	-33.6	-7.3	-16.3	·	13.3

Assay outcomes deposited in PubChem BioAssay by several laboratories.
